STAT3 inh – STAT3 signaling inhibition | inhibition, % at 5.5 µM | U3A cells, IL-6 STAT3-luciferase reporter, luminescence; host cell line lacks STAT1 | AID 862 | hit rate 0.89% among 190,000;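 active = inhibition above the mean inhibition across all screened compounds plus 3 SD, cut at about 44% in these data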;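 also: 0% = DMSO only wells and 100% = 100 µM nifuroxazide control wells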
G6PDH CS – inhibits Leuconostoc G6PDH, flagging false hits in G6PDH-based assays; Purified L. mesenteroides G6PDH, diaphorase/resazurin coupled fluorescence, 45 min; inhibition, % at 5 µM; hit rate 0.12% among 200,000; AID 1020; in the data active = inhibition above about 50%
TLR4 MyD88 comp – inhibitors of human TLR4-MyD88 binding. O00206+Q99836. HeLa CL3-4 TLR4/MyD88 BLA complementation, FRET ratio. inhibition, % at 8.4 µM. hit rate 0.18% among 200,000; in the data active = inhibition above about 25%;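 also: 0% = vehicle and 100% = reference inhibitor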
Target sequence (O00206 whole entry, looked up): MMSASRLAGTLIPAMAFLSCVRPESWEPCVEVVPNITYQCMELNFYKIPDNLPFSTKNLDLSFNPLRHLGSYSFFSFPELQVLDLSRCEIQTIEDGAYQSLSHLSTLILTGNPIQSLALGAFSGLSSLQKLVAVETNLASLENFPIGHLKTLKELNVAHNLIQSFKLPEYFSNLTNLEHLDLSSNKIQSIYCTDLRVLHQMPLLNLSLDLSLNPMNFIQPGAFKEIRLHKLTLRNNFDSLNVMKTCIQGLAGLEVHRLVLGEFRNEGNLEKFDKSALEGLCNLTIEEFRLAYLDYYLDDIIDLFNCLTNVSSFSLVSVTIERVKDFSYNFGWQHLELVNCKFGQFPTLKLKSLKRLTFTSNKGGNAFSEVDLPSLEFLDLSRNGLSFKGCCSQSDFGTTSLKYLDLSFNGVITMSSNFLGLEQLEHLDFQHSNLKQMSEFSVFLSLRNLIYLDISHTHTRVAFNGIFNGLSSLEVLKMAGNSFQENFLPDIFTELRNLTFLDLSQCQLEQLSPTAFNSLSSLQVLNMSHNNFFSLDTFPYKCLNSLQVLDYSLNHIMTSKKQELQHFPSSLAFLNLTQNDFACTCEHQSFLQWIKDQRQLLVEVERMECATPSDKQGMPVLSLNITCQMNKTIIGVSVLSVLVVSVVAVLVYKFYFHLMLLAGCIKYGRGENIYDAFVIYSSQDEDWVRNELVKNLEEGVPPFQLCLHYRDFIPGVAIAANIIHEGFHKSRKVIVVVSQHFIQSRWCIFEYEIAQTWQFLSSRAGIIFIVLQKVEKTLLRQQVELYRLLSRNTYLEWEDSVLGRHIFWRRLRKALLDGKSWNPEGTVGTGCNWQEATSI
Target sequence (Q99836 whole entry, looked up): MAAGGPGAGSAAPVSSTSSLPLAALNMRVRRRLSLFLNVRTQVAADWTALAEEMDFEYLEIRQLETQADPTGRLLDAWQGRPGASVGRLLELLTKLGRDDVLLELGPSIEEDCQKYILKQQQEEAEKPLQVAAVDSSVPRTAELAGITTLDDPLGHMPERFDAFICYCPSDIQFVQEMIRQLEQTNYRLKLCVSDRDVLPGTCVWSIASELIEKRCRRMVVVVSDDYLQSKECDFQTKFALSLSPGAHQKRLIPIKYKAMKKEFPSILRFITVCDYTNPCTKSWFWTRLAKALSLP
Hsp70 act – transcriptional activators of Hsp70; HeLa Hsp70 promoter luciferase reporter, luminescence; scaled: vehicle 0, proteasome-inhibitor control 100%; AID 1203; hit rate 0.04% among 200,000; activation, % at 10 µM;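 active = activation above the mean across all tested compounds plus 3 SD, cutoff set per campaign, cut at about 5.5% in these data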;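 also: 100% = MG132 at 30 µM as the positive control and 0% = DMSO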
Diaph inh CS – inhibits diaphorase or chemically oxidizes, flagging diaphorase assay artifacts; diaphorase resazurin-to-resorufin fluorescence, NADH, 16 min; bacterial (C. kluyveri) enzyme, not human; hit rate 0.69% among 190,000; inhibition, % at 20 µM;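 active = primary screen inhibition at 20 µM above a set limit, cut at about 50% in these data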;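 also: plate controls were DMSO with full reaction for no effect and wells lacking NADH for full effect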
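Assay system – diaphorase enzyme from Clostridium kluyveri · Amount – diaphorase 0.14 U/mL (working solution) · Times – reaction incubation of 16 min at room temperature · Controls – No-NADH positive control and DMSO neutral control · Signal – resorufin fluorescence 544/590 nm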
Diaph act CS – counter-screen for diaphorase-based assays: diaphorase activators and chemical reducers | hit rate 0.005% among 190,000 | Diaphorase/resazurin coupled assay, resorufin fluorescence, 16 min; stronger effect = higher value; 1 = vehicle wells, 0 = NADH-free wells | activation factor at 20 µM;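 active = diaphorase activity raised at least twofold by the compound at 20 µM; inactive = activation factor below 2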
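Material: Purified diaphorase enzyme from Clostridium kluyveri | Buffer or medium: 50 mM HEPES pH 7.4 with 4.542 mM MgCl2, 0.005% Tween 20 | Times: 16 min enzyme reaction, ambient temperature | Signal: Red resorufin fluorescence at 544/590 nm excitation/emission | Measure: Increased resorufin signal from activators or reducing compounds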
STAT1 activator – increases IFN-gamma driven STAT1 reporter signal. NIH 3T3 STAT1-luciferase reporter, luminescence; 100% = IFN-gamma alone, no compound. activation (% of control), % at 5.5 µM. hit rate 2.6% among 200,000;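 active = activation above the screen-wide mean activation plus 3 SD, cut at about 130% in these data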;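 also: raw ratio to IFN-gamma control signal so 100% means no change and 0% no light; values of inactives mirror those of a sister screen read the other way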
APP 5UTR inh – APP translation inhibition; hit rate 0.82% among 190,000; inhibition, % at 2 µM; SH-SY5Y APP 5'UTR-luciferase reporter, luminescence; AID 1285;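 active = inhibition above a set limit, derived from the sample mean plus 3 SD, cut at about 45% in these data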; also: values of inactives mirror those of a sister screen read the other way
STAT1 inh – STAT1 signaling inhibition; NIH 3T3 STAT1-luciferase reporter, IFN-gamma, luminescence; inhibition, % at 5.5 µM; hit rate 0.35% among 200,000; AID 920;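 active = inhibition above a set limit, the mean inhibition across all tested compounds plus 3 SD, cut at about 34% in these data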;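 also: 0% = IFN-gamma with DMSO and 100% = IFN-gamma with 300 µM nifuroxazide; values of inactives mirror those of a sister screen read the other way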
STAT3 act – increases IL-6 driven STAT3 reporter signal | U3A cells, IL-6 STAT3-luciferase reporter, luminescence; 100% = signal with IL-6 EC80 alone | activation (% of control), % at 5.6 µM | hit rate 0.91% among 190,000;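 active = activation above the screen-wide mean of compound activation plus 3 SD, cut at about 130% in these data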;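 also: 0% = background luminescence of wells with medium and substrate only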
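System – human U3A cells carrying STAT3-luciferase construct · Probe or stimulus – Interleukin-6, 33 ng/mL · Schedule – compound 1 h, then IL-6 6 h at 37 °C · Signal – luminescence from STAT3-driven luciferase reporter · Evaluation – percent of IL-6-only median luminescence · Benchmarks – IL-6-only high control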
* = called active by the depositor; / = not tested or not shown.

SMILES | STAT3 inh | G6PDH CS | TLR4 MyD88 comp | Hsp70 act | Diaph inh CS | Diaph act CS | STAT1 activator | APP 5UTR inh | STAT1 inh | STAT3 act
Cc1ccc(C)c(-n2c3nc(=O)[nH]c(=O)c-3cc3cc([N+](=O)[O-])ccc32)c1 | -20 | 33 | 20 | 0.1 | 67* | 0.3 | 99 | 91* | 1 | 115
Cc1cc(C)nc(-n2nc(C)cc2NC(=O)c2ccc(Br)o2)n1 | 28 | / | -4 | -0.1 | / | / | 99 | 6 | 1 | 79
COc1nnc(-c2ccc(C)c(S(=O)(=O)NCCO)c2)c2ccccc12 | -3 | 0 | 7 | -0.1 | 6 | 0.9 | 100 | 6 | 1 | 106
Cc1ccc(N(C(=O)c2ccc(S(=O)(=O)N(C)C)cc2)C2C=CS(=O)(=O)C2)cc1 (configuration not stated) | -8 | 8 | 15 | -0.4 | 9 | 0.9 | 97 | 7 | 2 | 113
NC(=O)Cn1c2[n+](c3ccccc31)CC(O)CS2 (configuration not stated) | -3 | -2 | -7 | -0.2 | -8 | 1.1 | 102 | -2 | -2 | 100
Cc1cc(NC(=O)C23CCC(C)(C(=O)O2)C3(C)C)no1 (configuration not stated) | -7 | 3 | -6 | -0.1 | 17 | 0.8 | 93 | 12 | 8 | 108
Cc1cc2cc(CN(CC3CCCO3)C(=S)NCc3ccco3)c(=O)[nH]c2cc1C (configuration not stated) | 4 | -13 | -12 | -0.2 | 27 | 0.7 | 95 | 0 | 6 | 99
Cc1cc(C(=O)Nc2cc(C)n(Cc3ccc(Cl)cc3)n2)no1 | 11 | 6 | 11 | -0.1 | -3 | 1 | 96 | 8 | 6 | 96
O=C(Nc1ccccc1)C1=C(O)CC(c2ccc(Cl)cc2)N2CCN=C12 (configuration not stated) | 8 | 0 | 3 | -0.3 | 17 | 0.8 | 103 | -7 | -3 | 93
Cc1cc(N2CCN(Cc3ccccc3)CC2)n2nc(C)c(-c3ccccc3)c2n1 | 4 | 5 | -4 | 0.2 | 0 | 1 | 102 | -11 | -2 | 98

Pulled one by one from above (four):
SMILES | STAT3 inh | G6PDH CS | TLR4 MyD88 comp | Hsp70 act | Diaph inh CS | Diaph act CS | STAT1 activator | APP 5UTR inh | STAT1 inh | STAT3 act
Cc1ccc(C)c(-n2c3nc(=O)[nH]c(=O)c-3cc3cc([N+](=O)[O-])ccc32)c1 | -20 | 33 | 20 | 0.1 | 67* | 0.3 | 99 | 91* | 1 | 115
Cc1cc(N2CCN(Cc3ccccc3)CC2)n2nc(C)c(-c3ccccc3)c2n1 | 4 | 5 | -4 | 0.2 | 0 | 1 | 102 | -11 | -2 | 98
Cc1cc(NC(=O)C23CCC(C)(C(=O)O2)C3(C)C)no1 (configuration not stated) | -7 | 3 | -6 | -0.1 | 17 | 0.8 | 93 | 12 | 8 | 108
COc1nnc(-c2ccc(C)c(S(=O)(=O)NCCO)c2)c2ccccc12 | -3 | 0 | 7 | -0.1 | 6 | 0.9 | 100 | 6 | 1 | 106

The results go on.
SMILES | STAT3 inh | G6PDH CS | TLR4 MyD88 comp | Hsp70 act | Diaph inh CS | Diaph act CS | STAT1 activator | APP 5UTR inh | STAT1 inh | STAT3 act
Cc1cnc(C(=O)Nc2nc(-c3ccccc3)cs2)cn1 | 29 | -20 | 10 | -0.5 | -6 | 1.1 | 102 | 5 | -2 | 77
Cn1c(C(C#N)C(=O)c2sc3ccccc3c2Cl)nc2ccccc21 (configuration not stated) | 28 | 7 | -11 | 0.6 | 10 | 0.9 | 108 | -7 | -6 | 77
CN(C)S(=O)(=O)c1ccc(NC(=O)N2CCN(c3ccccc3Cl)CC2)cc1 | 14 | -21 | 3 | -0.2 | 22 | 0.8 | 101 | 0 | -1 | 93
Cc1cc(NC(=O)CN2CC(C)OC(C)C2)n(-c2nc3ccccc3s2)n1 (configuration not stated) | -59 | 9 | -9 | -0.1 | -15 | 1.1 | 102 | 15 | -2 | 150*
CCCCCCCC(=O)NC(Nc1ccc(S(N)(=O)=O)cc1)C(Cl)(Cl)Cl (configuration not stated) | 26 | 8 | 10 | -0.3 | 22 | 0.8 | 98 | 2 | 2 | 87
COc1cccc(C2C(C(=O)OC(C)C)=C(C)Nc3ncnn32)c1 (configuration not stated) | 9 | 6 | 5 | 0.1 | 13 | 0.9 | 95 | -7 | 5 | 100
C=CCc1c(C)nc(C)nc1N/N=C/c1ccccc1O | 9 | 14 | -4 | -0.3 | 16 | 0.8 | 85 | 16 | 16 | 96
Cc1c(C(=O)Nc2ccc3c(c2)OCO3)sc2ncn(CC(=O)N3CC(C)CC(C)C3)c(=O)c12 (configuration not stated) | -1 | 7 | 4 | -0.1 | 2 | 1 | 102 | / | -3 | 101
O=C(c1ccccc1)c1n[nH]c(-c2ccccc2)cc1=O | 10 | 3 | -7 | -0.4 | 6 | 0.9 | 101 | 19 | 0 | 95
CCc1ccc(C2=NN(C(C)=O)C(c3ccco3)C2)cc1 (configuration not stated) | -4 | -2 | -2 | -0.1 | -12 | 1.1 | 160* | -144 | -69 | 107
COc1ccc(-n2ncc3c(=O)n(Cc4c(F)cccc4Cl)cnc32)cc1 | -11 | -2 | 2 | -0.3 | 11 | 0.9 | 114 | -26 | -17 | 114
CCOc1ccc(/C=N/NC(=O)c2[nH]ncc2Br)c(O)c1 | 48* | 3 | 10 | 0.1 | 15 | 0.9 | 116 | -24 | -19 | 61
CCCCCOC(=O)C1[C@H]2C(=O)N(Cc3cccs3)C[C@]23C=C[C@H]1O3 (some centres not stated) | -9 | 4 | 3 | 0.2 | 7 | 0.9 | 109 | 13 | -9 | 110
COc1ccc(Nc2nc(N3CCCCC3)nc3ccccc23)c(OC)c1 | 2 | 13 | 5 | -0.3 | 8 | 0.9 | 95 | 4 | 5 | 100
c1ccc(CSc2nnc(SCc3ccccn3)s2)nc1 | -13 | 0 | 6 | -0.1 | 13 | 0.9 | 112 | -33 | -13 | 114
O=C(Nc1ncc(Cc2ccccc2)s1)C1COc2ccccc2O1 (configuration not stated) | 6 | 0 | 0 | 0.3 | -3 | 1 | 184* | -164 | -92 | 98
C=CCNc1cnn(CC(C)=O)c(=O)c1Br | -2 | -7 | -4 | -0.1 | 6 | 0.9 | 100 | 5 | 0 | 106
CCn1cc(C(=O)NCCc2ccccc2)c(=O)c2cc(S(=O)(=O)N3CCCC3)ccc21 | 16 | 7 | -4 | 0.1 | 13 | 0.9 | 93 | 18 | 7 | 93
CCOC(=O)C1=C(O)C(Nc2nc3ccccc3s2)(C(F)(F)F)N=C1C (configuration not stated) | 0 | 3 | -4 | -0.2 | 18 | 0.8 | 83 | 5 | 19 | 103
S=C(Nc1ccccn1)c1ccccn1 | 17 | 8 | -5 | 0.3 | 7 | 0.9 | 153* | -71 | -58 | 88
COc1cccc(N2CCN(C(=O)c3ccc(N4C(=O)NC5CC4(C)Oc4ccccc45)cc3)CC2)c1 (configuration not stated) | 6 | 3 | -9 | -0.3 | 11 | 0.9 | 99 | -16 | 1 | 99
COc1ccc(S(=O)(=O)N(C)C)cc1NC(C)C(=O)Nc1cccc(C#N)c1 (configuration not stated) | 3 | 9 | -5 | -0.3 | 9 | 0.9 | 98 | -10 | 0 | 99
COc1ccc(-c2ccnc3nc(N4CCOCC4)nn23)cc1 | 5 | 9 | 15 | 0.1 | -16 | 1.2 | 105 | -14 | -6 | 97
CNC(=O)C(=O)NCCc1ccc(Cl)cc1 | 6 | 9 | 10 | -0.2 | 4 | 1 | 102 | -10 | -2 | 96
COc1cccc(NC(=O)CSc2nnc(COc3ccc4c(c3)CCCC4)o2)c1 | -2 | 5 | 1 | -0.2 | 28 | 0.7 | 102 | -4 | -2 | 104
Cc1ccc(C(=O)c2oc3ccccc3c2NC(=O)c2cc(-c3ccccc3O)n[nH]2)cc1 | 11 | 12 | -8 | -0.1 | 4 | 1 | 99 | -4 | 1 | 91
N#Cc1nc(-c2ccccc2)oc1NCCCn1ccnc1 | 0 | 18 | 15 | -0.2 | 4 | 1 | 106 | 5 | -7 | 105
CC(C)OCC(O)Cn1c(N2CCCC2)nc2c1c(=O)[nH]c(=O)n2C (configuration not stated) | 2 | 5 | -19 | -0.2 | 9 | 0.9 | 92 | -4 | 8 | 102
O=C(CSc1nnc(CNC(=O)c2ccco2)o1)Nc1ccccc1 | 2 | 9 | 6 | -0.2 | 9 | 0.9 | 97 | 6 | 3 | 102
COc1ccc(CC(NC(C)=O)C(=O)NC2CCN(c3nc(C)cc(C)c3C#N)CC2)cc1OC (configuration not stated) | 4 | -3 | -10 | -0.1 | -2 | 1 | 99 | -2 | -3 | 100
CCOc1ccc(CN2CCN(Cc3cccc4c3OCO4)CC2CCO)cc1 (configuration not stated) | -1 | 7 | 1 | -0.3 | -11 | 1.1 | 101 | -7 | -3 | 105
O=c1c2ccccc2c(C=Nc2ccc(Cl)cn2)c(O)n1-c1cc(Cl)ccc1N1CCOCC1 | 20 | 5 | 17 | -0.4 | 19 | 0.8 | 103 | 2 | -1 | 85
CCNC(=S)NN=C1c2ccccc2-c2ccccc21 | 12 | 5 | -8 | -0.3 | 13 | 0.9 | 106 | -6 | -8 | 95
Cc1[nH]c2ccc(-c3n[nH]c(=S)n3C)cc2c1C | 27 | -6 | -5 | -0.3 | 9 | 0.9 | 99 | -22 | 1 | 85
COc1ccc(CC(=O)NC(C)c2nnc(SCC(=O)Nc3nc(C)cs3)n2C)cc1 (configuration not stated) | 8 | -3 | 2 | -0.2 | 9 | 0.9 | 110 | -9 | -5 | 96
CCn1c(SCC(=O)N2CCCc3ccccc32)nnc1-c1c[nH]c2ccccc12 | 10 | 2 | -8 | -0.2 | 13 | 0.9 | 96 | -9 | 7 | 95
CCOc1cccc(OCCCNCCCOC)c1 | 5 | 4 | -4 | -0.1 | 3 | 1 | 99 | -16 | 1 | 103
O=C(CSc1nc(-c2ccccc2Cl)ns1)c1ccc(Cl)cc1 | 2 | -12 | -8 | -0.4 | 22 | 0.8 | 102 | -18 | -2 | 94
CCn1c(=O)c(C(=O)Nc2ccccc2S(N)(=O)=O)c(O)c2ccccc21 | 2 | -2 | -1 | -0.6 | 20 | 0.8 | 108 | -13 | -9 | 106
CCn1c(SCC(=O)Nc2nccs2)nnc1-c1ccc(S(=O)(=O)N2CCCCC2)cc1 | 13 | 2 | 2 | -0.1 | 12 | 0.9 | 91 | -15 | 10 | 89
COCCn1c(=NC(=O)CN2C(=O)CCC2=O)sc2cc(S(N)(=O)=O)ccc21 | -6 | -1 | -1 | -0.1 | 3 | 1 | 99 | 3 | 4 | 103
CCN(CC#CCC1(O)c2ccccc2-c2ccccc21)CCO | 17 | 3 | -3 | -0.3 | 10 | 0.9 | 106 | 15 | -7 | 91

Screening results: PubChem BioAssay, several laboratories
